NSD2 HMT inh: inhibitors of human histone methyltransferase NSD2. O96028. NSD2 peptide methylation, AlphaScreen, 120 min. inhibition, % at 12.5 µM. 0.54% of 310,000 active. AID 743445; in the data active means inhibition above about 50%
SR-BI HDL uptake: blocks mouse SR-BI lipid uptake from DiI-HDL | Q61009 | inhibition, % at 12.5 µM | ldlA[mSR-BI] CHO cells, DiI-HDL uptake fluorescence, 3 h | 0.96% of 320,000 active;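 active means mean replicate inhibition of at least 70% and a set share of replicates each scoring 70 or more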;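 further: 0% = median of neutral control wells and 100% = median of positive control wells; values of inactives mirror those of a sister screen read the other way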
Target sequence (Q61009 whole entry, looked up): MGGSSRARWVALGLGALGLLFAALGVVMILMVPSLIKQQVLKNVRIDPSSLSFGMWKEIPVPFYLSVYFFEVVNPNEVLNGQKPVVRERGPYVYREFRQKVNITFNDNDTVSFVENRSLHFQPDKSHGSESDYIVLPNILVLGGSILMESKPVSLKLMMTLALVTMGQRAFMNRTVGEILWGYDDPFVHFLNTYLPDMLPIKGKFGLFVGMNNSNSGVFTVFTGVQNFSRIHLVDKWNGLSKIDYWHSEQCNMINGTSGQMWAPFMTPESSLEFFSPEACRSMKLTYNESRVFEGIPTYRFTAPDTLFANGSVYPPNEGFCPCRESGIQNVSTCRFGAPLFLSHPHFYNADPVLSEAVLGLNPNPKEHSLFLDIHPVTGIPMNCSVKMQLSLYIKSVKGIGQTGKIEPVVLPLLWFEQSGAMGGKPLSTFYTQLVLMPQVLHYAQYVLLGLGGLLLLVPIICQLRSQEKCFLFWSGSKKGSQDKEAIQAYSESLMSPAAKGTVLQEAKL
SR-BI uptake up: SR-BI HDL lipid transfer activation; CHO ldlA[mSR-BI] cells, DiI-HDL uptake fluorescence, 3 h; 100 = double the neutral-control signal; activation, % at 12.5 µM; 0.096% of 320,000 active; AID 504775;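 active means mean replicate activation of at least 60% and every replicate at or above 60%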;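 further: 0% = median plate neutral-control signal and 100% = twice that signal; values of inactives mirror those of a sister screen read the other way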
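Assay system: CHO ldlA[mSR-BI] cells, LDL receptor-null, SR-BI overexpressing; medium: Ham's F12 with 0.5% BSA, HEPES 25 mM, pH 7.4; also added: DiI-HDL 10 µg/mL; timing: 3 h uptake period with compound, 37 °C; signal: DiI fluorescence, bottom read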
PKA-R2B activ: activates the human PKA-R2B holoenzyme complex. 0.079% of 340,000 active. PKA-R2B holoenzyme dissociation, Cy5-IP20 fluorescence polarization; R2B truncated from residue 108, S112A mutant; 0% DMSO only, 100% 113 µM cGMP. AID 504700. activation, % at 11.4 µM. P22694+P31323;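 active means activation above a cutoff set at the mean over all compounds plus 3 SD, cut at about 18% in these data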;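 further: higher means more holoenzyme dissociation and a rise in polarization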
Target sequence (P31323 whole entry, looked up, other chains not shown, the tested form may be a part): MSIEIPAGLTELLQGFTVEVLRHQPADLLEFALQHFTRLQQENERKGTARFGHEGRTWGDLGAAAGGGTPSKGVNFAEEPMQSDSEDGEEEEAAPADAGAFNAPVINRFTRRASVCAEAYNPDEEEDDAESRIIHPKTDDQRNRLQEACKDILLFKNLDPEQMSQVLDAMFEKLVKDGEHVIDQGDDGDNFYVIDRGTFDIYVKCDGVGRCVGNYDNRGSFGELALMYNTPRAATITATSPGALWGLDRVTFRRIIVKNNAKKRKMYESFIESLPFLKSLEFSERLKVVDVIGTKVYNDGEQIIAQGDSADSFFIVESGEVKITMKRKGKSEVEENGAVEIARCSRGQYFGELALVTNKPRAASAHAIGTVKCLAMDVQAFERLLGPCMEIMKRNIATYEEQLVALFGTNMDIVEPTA
PvdQ inh: P. aeruginosa PvdQ acylase inhibition | 0.063% of 340,000 active | inhibition, % at 10 µM | AID 488965 | purified PvdQ acylase, fluorescence plate reader; in the data active means inhibition above about 30%, passing the limit was not always enough;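 further: 0% = vehicle neutral wells and 100% = reference inhibitor wells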
C-LANA FP: blocks KSHV LANA C-terminal domain binding to DNA. MBP-C-LANA/FAM-LBS DNA binding, fluorescence polarization. inhibition, % at 9 µM. 0.078% of 340,000 active. AID 504423;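 active means highest replicate inhibition at or above 60% at 9 µM, even if other replicates fall short; inactive means all replicates below 60% inhibition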;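 further: 0% = neutral control wells and 100% = 4 µM acridine orange control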
DAGLB inh: blocks human DAGLB lipase activity; HEK293T DAGLB membrane lysate, EnzChek fluorogenic substrate; AID 504411; 0.059% of 340,000 active; inhibition, % at 5.17 µM; in the data active means inhibition above about 34%;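 further: 0% = enzyme with vehicle and 100% = wells lacking enzyme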
Cardiac RTF inh: cardiac RTF calcium desensitization; P19429+P45379; IANBD-labeled cardiac RTF, Ca2+ fluorescence; inhibition, % at 7.15 µM; 0.12% of 340,000 active; AID 493244;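 active means inhibition above the mean inhibition of all tested compounds plus 3 SD, cut at about 17% in these data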;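 further: assay run at fixed EC70 calcium of 1.6 mM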
Keap1 Nrf2 FP: inhibitors of human Keap1-Nrf2 protein-protein interaction | Q14145 | Keap1 Kelch-Nrf2 peptide fluorescence polarization, 1536-well | AID 504523 | 0.15% of 340,000 active | inhibition, % at 9.4 µM; in the data active means inhibition above about 12%;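 further: human Keap1 Kelch domain with fluorescein labeled Nrf2 9mer peptide probe; 0% = neutral control wells and 100% = peptide positive control; higher means more block of Keap1 binding to Nrf2 peptide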
Arr AP2 block: inhibitors of human beta-arrestin and AP2 interaction; FITC-arrestin peptide / GST-AP2 beads, flow cytometry; AP2 beta2 appendage carries R879A mutation; inhibition, % at 10 µM; 0.31% of 340,000 active; AID 504490;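 active means inhibition above a set limit, near 3 SD of compounds lacking own fluorescence, cut at about 54% in these data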;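 further: plate controls were DMSO wells for no effect and 5 µM unlabelled arrestin peptide for full effect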
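system = GST-tagged AP2 beta2-adaptin appendage (R879A) on 4 µm glutathione beads | reagent = FITC-labelled arrestin peptide probe, 50 nM final | schedule = compound with beads 12 min RT, then probe 1 h RT | signal = HyperCyt-sampled flow cytometry, FL1 channel, ex 488/em 535 nm | read-out = percent response from loss of bead-bound FITC fluorescence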
The depositor's hits bear a star; nt = not tested or not shown.

SMILES	NSD2 HMT inh	SR-BI HDL uptake	SR-BI uptake up	PKA-R2B activ	PvdQ inh	C-LANA FP	DAGLB inh	Cardiac RTF inh	Keap1 Nrf2 FP	Arr AP2 block
CCOc1ccc(N/C(=N/c2nc(C)cc(C)n2)NC(C)=O)cc1	6	3	-3	-5	2	-2.9	-3	-3	0	-10
Cc1ccc2ncc([N+](=O)[O-])n2c1	-1	-23	23	0	-11	0.5	1	-20	-1	1
Cn1c(=O)c(C(=O)CN2CCN(S(=O)(=O)c3ccccc3)CC2)c(N)n(Cc2ccccc2)c1=O	0	-14	14	-6	-1	-0.2	-1	-4	0	48
CC1=C(C(=O)Nc2cc(C)ccn2)C(c2cnn(C)c2)C2=C(CC(c3ccccc3)CC2=O)N1 (configuration not stated)	-5	8	-8	-2	-10	-1.1	-2	-11	1	2
Cc1nc([N+](=O)[O-])cn1CC(=O)Nc1ccc(F)c(Cl)c1	-5	18	-18	-9	-10	0.2	1	4	-4	-1
COC(=O)C(C(=O)N1CCN(C)CC1)C1CCCCCC1 (configuration not stated)	-1	-19	19	-3	-32	1.2	-3	-11	-2	10
COc1cc2cc(CN(CCN3CCCC3)C(=O)Nc3ccccc3Cl)c(=O)[nH]c2cc1OC	0	-4	4	-1	-2	-2.6	0	-8	-5	-17
COc1ccc(C2C(C(=O)Nc3cccnc3)=C(C)Nc3nc(-c4cccs4)nn32)cc1 (configuration not stated)	0	-16	16	-7	-10	-0.4	3	-15	-3	2
CCn1c(SCC(=O)Nc2sc3c(c2C(N)=O)CCC(C)C3)nnc1-c1ccco1 (configuration not stated)	0	25	-25	3	7	0.8	10	-1	-7	18
CCCc1ccc(OCc2ccc(C(=O)N/N=C/c3cccnc3)o2)cc1	-2	5	-5	1	-3	-0.2	-2	-8	4	-3
O=C(NC1CCCC1)C1CCN(C(=O)c2ccccc2Cl)CC1	0	nt	nt	-4	-14	-0.7	1	-2	-1	-1
CC(C)C(C(=O)Nc1ccccc1F)N1C(=O)c2ccccc2C1=O (configuration not stated)	-2	4	-4	-2	-3	2.0	-7	-4	-6	5
COCCCN=Cc1c(-c2ccccc2)[nH]n(-c2nc3ccccc3s2)c1=O	-2	31	-31	-2	-7	0.1	1	3	-1	-15
CCN=C1S/C(=C\c2ccc(OCC)c(OC)c2)C(=O)N1CC	-2	65	-65	-1	2	-0.4	-11	-13	-4	20
CC[C@@](C)(NS(=O)(=O)OCC(Cl)(Cl)Cl)c1ccccc1	nt	-24	24	4	-11	-0.5	-4	-6	3	-4
CCCn1nnnc1NC(=O)c1ccc(C)cc1Cl	8	-23	23	6	2	-3.1	3	4	2	7
CCOC(=O)CC(=O)Nc1ccc(C(=O)OCC)cc1	1	10	-10	-2	-9	-0.7	-3	1	-6	0
O=C(CSc1nnc(NC2CCCCC2)s1)NC1CCS(=O)(=O)C1 (configuration not stated)	5	-5	5	-6	5	-2.5	-1	-6	3	12
COc1cccc(C2CC(c3ccccc3Cl)n3nc(N)nc3N2)c1 (configuration not stated)	0	11	-11	5	-8	-2.0	3	-2	0	6
CCc1nc(N2CCN(C(=O)c3ccco3)CC2)c2oc3ccccc3c2n1	2	-11	11	2	-9	-0.6	-3	-2	-10	-2

Twelve entries already listed, ordered by count of non-hydrogen atoms, rising.
SMILES	NSD2 HMT inh	SR-BI HDL uptake	SR-BI uptake up	PKA-R2B activ	PvdQ inh	C-LANA FP	DAGLB inh	Cardiac RTF inh	Keap1 Nrf2 FP	Arr AP2 block
CCCn1nnnc1NC(=O)c1ccc(C)cc1Cl	8	-23	23	6	2	-3.1	3	4	2	7
CC[C@@](C)(NS(=O)(=O)OCC(Cl)(Cl)Cl)c1ccccc1	nt	-24	24	4	-11	-0.5	-4	-6	3	-4
COC(=O)C(C(=O)N1CCN(C)CC1)C1CCCCCC1 (configuration not stated)	-1	-19	19	-3	-32	1.2	-3	-11	-2	10
O=C(NC1CCCC1)C1CCN(C(=O)c2ccccc2Cl)CC1	0	nt	nt	-4	-14	-0.7	1	-2	-1	-1
O=C(CSc1nnc(NC2CCCCC2)s1)NC1CCS(=O)(=O)C1 (configuration not stated)	5	-5	5	-6	5	-2.5	-1	-6	3	12
CC(C)C(C(=O)Nc1ccccc1F)N1C(=O)c2ccccc2C1=O (configuration not stated)	-2	4	-4	-2	-3	2.0	-7	-4	-6	5
CCCc1ccc(OCc2ccc(C(=O)N/N=C/c3cccnc3)o2)cc1	-2	5	-5	1	-3	-0.2	-2	-8	4	-3
COCCCN=Cc1c(-c2ccccc2)[nH]n(-c2nc3ccccc3s2)c1=O	-2	31	-31	-2	-7	0.1	1	3	-1	-15
CCn1c(SCC(=O)Nc2sc3c(c2C(N)=O)CCC(C)C3)nnc1-c1ccco1 (configuration not stated)	0	25	-25	3	7	0.8	10	-1	-7	18
COc1ccc(C2C(C(=O)Nc3cccnc3)=C(C)Nc3nc(-c4cccs4)nn32)cc1 (configuration not stated)	0	-16	16	-7	-10	-0.4	3	-15	-3	2
COc1cc2cc(CN(CCN3CCCC3)C(=O)Nc3ccccc3Cl)c(=O)[nH]c2cc1OC	0	-4	4	-1	-2	-2.6	0	-8	-5	-17
Cn1c(=O)c(C(=O)CN2CCN(S(=O)(=O)c3ccccc3)CC2)c(N)n(Cc2ccccc2)c1=O	0	-14	14	-6	-1	-0.2	-1	-4	0	48

(listing goes on)
SMILES	NSD2 HMT inh	SR-BI HDL uptake	SR-BI uptake up	PKA-R2B activ	PvdQ inh	C-LANA FP	DAGLB inh	Cardiac RTF inh	Keap1 Nrf2 FP	Arr AP2 block
CCC(=O)c1ccc(OCC(=O)NC2CCN(Cc3ccccc3)CC2)cc1	-2	-10	10	-12	-8	-1.9	-1	-6	-2	1
NC(=S)NNC(=O)COc1ccccc1O	nt	nt	nt	9	-3	3.7	-4	1	3	-2
CCOc1cccc2cc(C(=O)Nc3ccccc3-c3ccccc3)c(=O)oc12	1	8	-8	1	-15	-0.4	-2	-37	-2	6
COc1ccc(CCNC(=O)CCc2ccc(S(=O)(=O)NC(C)C)cc2)cc1OC	-1	19	-19	6	-12	0.0	-1	-2	-3	2
CCc1ccc(N2CC(C(=O)NCc3ccco3)CC2=O)cc1 (configuration not stated)	-3	-8	8	8	-10	0.5	0	8	-2	12
C[C@H](CO)N1C[C@H](C)[C@@H](CN(C)C(=O)Nc2ccc(C(F)(F)F)cc2)Oc2c(NC(=O)C3CCCCC3)cccc2C1=O	nt	24	-24	-9	-8	-1.1	0	1	3	12
COc1ccc(CNC(=O)C(C)OC(=O)c2cccs2)cc1 (configuration not stated)	28	-17	17	2	-5	0.1	0	7	-4	-10
CC(C)C(=O)Nc1ccc(Oc2ccc3c(c2)C(=O)NC3=O)cc1	1	9	-9	3	-6	3.3	0	4	1	2
CC(NS(=O)(=O)OCC(Cl)(Cl)Cl)c1ccc(C(C)(C)C)cc1 (configuration not stated)	nt	0	0	-6	5	-1.6	-15	5	-3	0
COCC(=O)N(CCc1ccc(OC)c(OC)c1)Cc1cc2cc(C)ccc2nc1Cl	12	20	-20	-10	-8	-1.6	-2	-9	-1	13
O=C(COc1ccc(Cl)cc1Cl)N/N=C/c1ccc(OC2OC(CO)C(O)C(O)C2O)cc1 (configuration not stated)	nt	-8	8	2	-5	1.1	0	-14	-1	12
O=C(CN1C(=O)C2CC=CCC2C1=O)Nc1cc(C(F)(F)F)ccc1N1CCCC1 (configuration not stated)	-1	-12	12	-7	-7	0.0	-1	-12	0	1
O=C(/C=C/c1ccccc1Cl)NCc1ccccc1	4	-12	12	-6	-15	-0.2	-6	2	-7	3
O=C(COC(=O)c1ccc(F)cc1)NCc1ccc(F)cc1	-2	-34	34	1	-15	0.8	0	-5	-2	-4
CCCC(C(=O)NC1CCCC1)N(CC1CCCO1)C(=O)CNS(=O)(=O)c1ccc(F)cc1 (configuration not stated)	2	5	-5	-9	0	-1.1	-4	-10	2	16
Cc1ccccc1NC(=O)C1C2CCCC1C2c1ccccc1 (configuration not stated)	0	-20	20	-4	-3	1.4	-4	0	2	21
COc1ccc(C(=O)COC(=O)c2ccc(N(C)C)cc2)cc1	-5	-8	8	3	7	0.5	-1	-3	6	0
COc1cc(/C=N/NC(=S)Nc2cccc(S(=O)(=O)N(C)C)c2)ccc1O	-1	71*	-71	3	5	1.2	2	0	2	3
COC(=O)C1=C(C)N(Cc2ccccc2)C(=S)N[C@H]1c1ccccc1	nt	-9	9	-8	-9	2.1	-1	0	-2	36
COCCNc1oc(-c2ccc(C)cc2)nc1C#N	-1	24	-24	10	-8	-0.7	-2	-2	1	-3
CCc1ccc(-n2c(=S)sc3c(=O)n(-c4ccccc4C)c(SCC(=O)O)nc32)cc1	-2	-45	45	-1	6	0.6	7	3	10	-11
Cc1ccc(Cn2c(CN3CC(C)OC(C)C3)nc3c2c(=O)[nH]c(=O)n3C)cc1 (configuration not stated)	-1	-11	11	4	-15	1.2	0	-2	-2	2
Cc1nc2c(-c3ccccc3)c(C)nn2c(C)c1CCC(=O)NC(C)CCc1ccco1 (configuration not stated)	nt	23	-23	0	1	0.7	1	1	-3	5
Cc1nc2cc(OCc3cc(C(=O)NC(C)c4cnn(C)c4)no3)ccc2s1 (configuration not stated)	-4	18	nt	-5	-17	-0.1	0	-11	-4	-8
CCOC(=O)N1CCC(NC(=O)CCC(=O)N2CCOc3ccc(Cl)cc32)CC1	-3	20	-20	1	-8	1.2	3	0	3	-19
Cc1ccccc1N=C(N)Nc1ccccc1C	-2	-17	17	3	-9	11	2	-10	-3	0
CC1Cc2cc(/C(O)=C3/C(=O)C(=O)N(CCCN(C)C)C3c3ccncc3)ccc2O1 (configuration not stated)	-3	-12	12	-13	-12	1.2	-1	-7	0	2
Cn1cc(CC(=O)NCc2ccc(F)cc2)c2ccccc21	11	-12	12	3	-12	1.4	1	-1	-6	-3
CCc1nnc(NS(=O)(=O)c2ccc(NC(=S)NC(=O)c3cccnc3)cc2)s1	-1	nt	nt	6	-9	-1.8	5	-5	2	14
O=c1c2c(-c3ccccc3)csc2nc2c3ccccc3c(NCCN3CCOCC3)nn12	-24	-21	21	-17	-23	-3.9	1	4	-1	6
Cc1cc(CN(C)C)c(O)c(C2(C)CCCCC2)c1	3	-12	12	5	7	2.8	1	0	-1	22
